Source: PubChem (National Center for Advancing Translational Sciences (NCATS))
Pf growth 96h: P. falciparum growth inhibition at 96 hours; P. falciparum luciferase reporter growth, 96 h; Potency, µM (doses to about 28.7 µM), without a hit: at the top dose activity change, negative = inhibition, hits mostly inhibitors; 320,000 tested, 6.9% active; AID 504834; further: potency means the concentration at half of the fitted maximal effect; on the % scale 0 is the no-effect control and ±100 the full control effect
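P. falciparum expressing integrated firefly luciferase grown in erythrocytes (2% hematocrit, 0.05% parasitemia final) with compounds for 96 hours at 37 C, 5% CO2. Growth inhibition read as loss of luminescence after adding luciferase detection reagent.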
CHX counter: counter-screen for Shiga toxin inhibitors: cycloheximide protein synthesis inhibition | 300,000 tested, 12% active | cell reporter, cycloheximide protein synthesis inhibition counterscreen | max response, %; in the data active means max response mostly above about 13%, no sharp cut-off; inactive means mostly below about 14%; further: read at 38.3 µM for the half of the compounds with a filed dose; 0% is about no effect
Shiga toxin inh: Shiga toxin inhibition; 290,000 tested, 9.2% active; Vero cells, Shiga toxin protein synthesis inhibition reporter; inhibition, % at 38.7 µM; in the data active means inhibition mostly above about 28%, no sharp cut-off; inactive means mostly below about 43%; further: 0% is about no effect
Tb PYK inh: inhibitors of Trypanosoma brucei pyruvate kinase; Q57TT1; TbPYK enzyme, Kinase-Glo Plus ATP luminescence, 45 min; Potency, µM (top dose mostly 76.8 µM), for inactives: at the highest dose activity, negative = inhibition, usual class: inhibitors; 410,000 tested, 0.12% active; AID 624173; further: potency means the concentration at half of the fitted maximal effect; on the % scale 0 is the no-effect control and ±100 the full control effect; nearly all actives have a fitted effect of over 50% in size
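Activity of T. brucei pyruvate kinase was followed by Kinase-Glo Plus luminescence after the enzyme reacted 45 min at room temperature with 130 uM ADP (final) and substrate. Test compounds were added before ADP at multiple concentrations.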
Pf growth 48h: P. falciparum growth inhibition at 48 hours (one generation) | 310,000 tested, 5.9% active | P. falciparum luciferase growth in erythrocytes, 48 h | Potency, µM (highest dose often 28.7 µM), inactives show at the highest dose activity change, negative = inhibition, actives largely listed as inhibitors; further: potency means the concentration at half of the fitted maximal effect; on the % scale 0 is the no-effect control and ±100 the full control effect
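Luciferase-expressing parasites in RBCs, 2% Hct / 0.1% parasitemia final; RPMI 1640 + 0.5% Albumax; 37 C, 5% CO2, one generation; luminescence read-out, lower signal = inhibition.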
AmpC inh no detg: blocks E. coli AmpC beta-lactamase in detergent-free assay; P00811; AmpC nitrocefin hydrolysis, absorbance 480 nm, 0.0001% Triton; Potency, µM (titrated, usually from 57.1 µM), inactives show top-dose activity change, negative = inhibition, actives largely listed as inhibitors; 330,000 tested, 0.52% active; AID 485341;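 further: potency means the concentration at half of the fitted maximal effect; plate controls were no compound for no effect and no enzyme for full effect; nearly all actives have a fitted effect of over 20% in size; some results filed as inactive show a strong effect at the top dose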
Target sequence (P00811 whole entry, looked up): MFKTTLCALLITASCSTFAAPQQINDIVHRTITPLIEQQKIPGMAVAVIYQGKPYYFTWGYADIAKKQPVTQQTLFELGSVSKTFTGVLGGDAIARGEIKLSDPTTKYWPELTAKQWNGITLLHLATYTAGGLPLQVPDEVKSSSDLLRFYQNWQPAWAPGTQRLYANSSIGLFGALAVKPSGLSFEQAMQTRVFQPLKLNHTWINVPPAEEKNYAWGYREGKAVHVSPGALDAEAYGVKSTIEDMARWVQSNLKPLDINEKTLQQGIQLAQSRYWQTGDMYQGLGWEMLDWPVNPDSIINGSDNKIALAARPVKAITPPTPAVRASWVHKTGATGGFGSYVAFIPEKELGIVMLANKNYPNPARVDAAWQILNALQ
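AmpC (5.3 nM in the dispensed reagent) in 20 mM phosphate pH 7.0 with 0.01% (detergent screen) or 0.0001% Triton X-100 was preincubated with compounds for 15 min at room temperature. Nitrocefin was then added from an 800 uM solution, and hydrolysis was followed at 480 nm.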
LmPK inhibitor: inhibitors of Leishmania mexicana pyruvate kinase | Q27686 | purified LmPK, Kinase-Glo ATP luminescence, 1 h | Potency, µM (top dose mostly 57.5 µM), for the others: at the top dose activity change, negative = inhibition, actives largely listed as inhibitors | 290,000 tested, 0.37% active | AID 1721; further: potency means the concentration at half of the fitted maximal effect; on the % scale 0 is the no-effect control and ±100 the full control effect
Target sequence (Q27686 whole entry, looked up): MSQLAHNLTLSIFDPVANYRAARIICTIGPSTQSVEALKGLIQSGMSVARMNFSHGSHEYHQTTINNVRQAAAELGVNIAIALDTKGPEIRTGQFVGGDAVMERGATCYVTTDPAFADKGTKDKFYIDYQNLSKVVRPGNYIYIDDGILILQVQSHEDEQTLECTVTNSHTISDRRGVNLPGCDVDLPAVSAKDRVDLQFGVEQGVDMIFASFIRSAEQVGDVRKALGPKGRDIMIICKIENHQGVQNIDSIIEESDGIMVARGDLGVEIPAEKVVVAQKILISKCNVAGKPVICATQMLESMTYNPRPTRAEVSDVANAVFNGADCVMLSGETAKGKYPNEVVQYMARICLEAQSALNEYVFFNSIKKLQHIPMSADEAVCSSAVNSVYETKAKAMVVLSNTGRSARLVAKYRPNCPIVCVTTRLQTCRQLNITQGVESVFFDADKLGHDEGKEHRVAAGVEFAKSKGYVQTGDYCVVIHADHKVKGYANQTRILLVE
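Kinase-Glo luminescence read after 1 h RT reaction of 0.1 nM LmPK with 0.5 mM PEP and 0.1 mM ADP. Activity scaled between uninhibited and enzyme-free controls.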
Active calls of the source: *; i = inactive; ? = inconclusive; . = no result given; [ ] = remark or other dose. Unless noted, the call rests on the fitted dose curve; in most records, active means well fitted curve in the direction sought with a large enough effect; inconclusive means small, poorly fitted or top-dose-only effect, or another doubt; inactive means no such curve, though single readings can be large; an effect the other way counts as inactive or inconclusive.

Structure,AmpC inh no detg,Shiga toxin inh,Tb PYK inh,LmPK inhibitor,CHX counter,Pf growth 48h,Pf growth 96h
O=C(CC(c1ccccc1)c1ccccc1O)NCCN1CCOCC1 (centres undefined),-14%,-12,-10%,-2%,-1,32%[activator],.
CC(=O)c1cccc(NC(=O)C2CCN(S(=O)(=O)c3cccs3)CC2)c1,-26%,-16,-5%,7%,-2,.,-27%
CC(=O)Nc1ccc(NC(=O)/C(Cl)=C/c2ccccc2)cc1,-8%,157*,-9%,2%,47*,55%[activator],21%
COc1ccc(C(=O)NC2CCCCCC2)cc1S(=O)(=O)N1CCOCC1,21%,-9,4%,-3%,-3,-20%,76%[activator]
O=C(CSc1nc2c(c(=O)[nH]1)CCC2)Nc1cccc(F)c1,0%,-7,-1%,-7%,-7,-10%,?
CCCCN1C(=O)/C(=C(/C#N)C(N)=O)c2ccccc21,-24%,-13,-11%,-5%,-9,-1%,?
O=C(c1ccc(N2CCNCC2)cc1)c1cccnc1,.,-4,1%,1%,-3,-9%,.
CC1CN/C(=C\C(=O)c2ccc(Cl)cc2)C(=O)N1 (centres undefined),-10%,50,-2%,6%,25*,i,i
Cc1cccc(NC(=O)[C@@H](NC(=O)[C@@H]2Cc3ccccc3CN2)C(C)C)c1,-1%,10,12%,9%,5,-30%,9%
CCOC(=O)c1nn(C23CC4CC(CC(C4)C2)C3)c2c1C(=O)N(c1ccc(C)cc1)C2=O,-11%,-15,-1%,-2%,-1,0%,3%
Cc1ccc(Nc2c([N+](=O)[O-])c(=O)n(C)c3ccccc23)cc1C,-37%,-4,-4%,8%,7,?,?
COCC(C)N1CCC(n2nccc2NC(=O)CCOc2ccccc2)CC1 (centres undefined),-22%,-16,-1%,-12%,-3,14%,?
Cc1cccc(OCC(=O)NNC(=O)C2CCCCC2C(=O)O)c1 (centres undefined),-40%,12,-1%,2%,7,15%,-34%
CCOC(=O)C1=C(O)C(=O)N(c2ccccc2)C1c1cccc([N+](=O)[O-])c1 (centres undefined),-18%,-6,0%,?,1,11%,4%
Cc1ccc(CNC(=O)c2cn(C3CCCC3)c(=O)c3c2c2ccccc2n3C)o1,.,2,.,4%,6,?,12%
CCOC(=O)c1c(C)n(C)c2ccc(OCC(O)CN3CCC(C)CC3)cc12 (centres undefined),29%,-7,-1%,12%,-3,.,?
COc1cc(OC)c(Cl)cc1N,-14%,-3,-17%,-1%,-5,24%,5%
Cc1ccc(C)c(OCCC(=O)OCC(=O)NC(=O)NCc2ccccc2)c1,-21%,.,-2%,.,.,-8%,23%
NC(=O)c1ccsc1NC(=O)COC(=O)Cc1cccc2ccccc12,-28%,-4,-2%,16%,-2,.,38%[activator]
Cc1ccnc(NS(=O)(=O)c2ccc(Cl)nc2)c1,-17%,-6,-2%,-2%,-2,9%,22%
O=C(CN1CCN(c2ccccc2O)CC1)NC(c1ccccc1)c1ccccc1,90%[activator],-2,-1%,5%,-3,?,?
O=[N+]([O-])c1ccc(CN2CC=C(c3ccccc3)CC2)cc1,-28%,13,-2%,1%,8,29%,?
CC12CCC(=O)N1C(C(=O)OCC(=O)Nc1ccc(Cl)c(Cl)c1)CS2 (centres undefined),-5%[11.4 µM],-3,0%,5%,5,8%,37%[activator]
Cc1ccc(Sc2nc(C)cc(C)c2S(C)(=O)=O)cc1,-23%,7,-6%,2%,-2,-15%,?
Cc1nc(CSc2nsc(/C=C/N(C)C)c2C#N)cs1,20µM*,103*,-4%,5%,29*,?,9.3µM*
O=C(NNC(=O)c1c(F)cccc1F)c1ccccc1-n1cccc1,-5%,4,0%,15%,-4,4%,56%[activator]
Cc1ccc(C)c(NS(=O)(=O)c2cc(Br)cnc2N)c1,-46%,-13,4%,7%,-2,35%,.
CCOc1ccc(CCNC(=O)c2cc3sc(Cl)cc3n2C)cc1OCC,37%,26,-3%,0%,19,-6%,-6%
Cc1ccc(S(=O)(=O)N2CCN(c3cccc(C)c3)CC2)cc1,-52%,-3,2%,0%,-2,20%,?
O=C(Nc1ccccc1)N1CCSCC1,-13%,-5,0%,1%,-2,-12%,-15%
C[n+]1ccccc1/C=C/c1ccc(F)c(F)c1,-28%,.,-6%,4%,-2,?,0%
Fc1cccc(NC(=S)N2CCc3ccccc32)c1,-35%,36,2%,-1%,31,28%,-10%
O=C1c2cccc3cccc(c23)C(=O)N1CCN1CCN(CC(O)COc2ccc3ccccc3c2)CC1 (centres undefined),0%,-2,2%,1%,10,?,?
CC(=O)c1sc(C(C)(C)C)cc1NC(=O)c1ccccc1C(=O)O,-15%,4,3%,-11%,-4,9%,29%
CC(C)CN(C(=O)COC(=O)c1cnc(Cl)c(Cl)c1)c1c(N)n(Cc2ccccc2)c(=O)[nH]c1=O,-23%,.,-6%,.,.,-15%,13%
Cc1ccc(N2CC(C(=O)N3CCC(C(=O)NC(C)(C)C)CC3)CC2=O)cc1 (centres undefined),12%,16,5%,-1%,-7,0%,20%
CCOC(=O)c1ccc(NS(C)(=O)=O)cc1,-12%,-12,-7%,3%,-4,.,?
Cc1ccc(O)c(C(=O)c2cnc3c(c2)COc2ccc(C)cc2-3)c1,-12%,-3,-2%,2%,0,13µM*,?
CC(C)c1cc(=O)n2[nH]c(SCc3ccc(Cl)cc3)nc2n1,-29%,-12,7%,-1%,-4,14%,-1%
COc1cccc(NC(=O)CNC(C)CCC(C)C)c1 (centres undefined),1%,-15,2%,3%,1,.,?

Reformatted: results already given.
Cc1cccc(NC(=O)[C@@H](NC(=O)[C@@H]2Cc3ccccc3CN2)C(C)C)c1
  AmpC inh no detg: -1%
  Shiga toxin inh: 10
  Tb PYK inh: 12%
  LmPK inhibitor: 9%
  CHX counter: 5
  Pf growth 48h: -30%
  Pf growth 96h: 9%

CCOC(=O)c1nn(C23CC4CC(CC(C4)C2)C3)c2c1C(=O)N(c1ccc(C)cc1)C2=O
  AmpC inh no detg: -11%
  Shiga toxin inh: -15
  Tb PYK inh: -1%
  LmPK inhibitor: -2%
  CHX counter: -1
  Pf growth 48h: 0%
  Pf growth 96h: 3%

Cc1ccc(Nc2c([N+](=O)[O-])c(=O)n(C)c3ccccc23)cc1C
  AmpC inh no detg: -37%
  Shiga toxin inh: -4
  Tb PYK inh: -4%
  LmPK inhibitor: 8%
  CHX counter: 7
  Pf growth 48h: ?
  Pf growth 96h: ?

COCC(C)N1CCC(n2nccc2NC(=O)CCOc2ccccc2)CC1 (centres undefined)
  AmpC inh no detg: -22%
  Shiga toxin inh: -16
  Tb PYK inh: -1%
  LmPK inhibitor: -12%
  CHX counter: -3
  Pf growth 48h: 14%
  Pf growth 96h: ?

Continuation.
Structure,AmpC inh no detg,Shiga toxin inh,Tb PYK inh,LmPK inhibitor,CHX counter,Pf growth 48h,Pf growth 96h
O=C(CCCOc1ccccc1)Nc1cc(S(=O)(=O)N2CCOCC2)ccc1N1CCOCC1,212%[activator],.,-20%,.,.,?,?
NS(=O)(=O)c1ccc(CNC(=S)NCc2ccc(Cl)cc2)cc1,-23%,-14,-6%,0%,-5,-15%,1%
Cc1cc(OCC(=O)NC(Cc2ccc(Cl)cc2)C(=O)O)c2c3c(c(=O)oc2c1)CCC3 (centres undefined),-8%,-8,-6%,-9%,-2,?,-15%
CN(C(=O)COc1ccc(-c2nnco2)cc1)C1CCS(=O)(=O)C1 (centres undefined),1%,.,-2%,.,.,-1%,19%
CNC(=O)c1nn(-c2ccccc2)ccc1=O,-23%,1,-5%,-6%,-1,12%,22%
O=C(COc1ccccc1)NNc1c2ccccc2nc2ccccc12,-5%,9,0%,4%,7,5.2µM*,-12%
Cc1ccc(-n2c(Cn3c(C)nc4ccccc43)n[nH]c2=S)cc1,4%,-7,?,-21%,-3,30%,?
COC(=O)c1ccccc1NC(=O)c1ccc(-c2ccccc2F)o1,-16%,4,1%,-4%,-1,-2%,-29%
CCN(C(=O)COC(=O)c1cccnc1SC)C1CCCCC1,39%,.,3%,.,.,27%,-7%
COC(=O)C(Cc1ccc(O)cc1)N1Cc2ccccc2C1=O (centres undefined),-11%,42*,5%,-8%,41*,80%[activator],127%[activator]
O/N=C/c1ccc(-c2cc(Cl)ccc2Cl)o1,-12%,12,3%,-6%,-2,5%,46%[activator]
CCOC(=O)c1[nH]cnc1C(=O)NC1CCN(C(=O)OC(C)(C)C)CC1,14%,.,0%,.,.,-8%,?
Cc1cc(C)cc(OCC(=O)N(Cc2cccs2)C2CCS(=O)(=O)C2)c1 (centres undefined),39%,31,-10%,3%,5,-7%,.
CCOC(=O)c1c(C)[nH]c(C(=O)CN2C(=O)NC(CC)(c3ccccc3)C2=O)c1C (centres undefined),-1%,2,-11%,9%,1,.,-6%
O=C(NCCc1ccccc1)C1CCC(=O)N1C1CCCC1 (centres undefined),52%,28,1%,0%,6,13%,25%
COc1cc2c(cc1/C=C1/NC(=O)N(CC(=O)Nc3ccccc3)C1=O)OCO2,-23%,-6,-19%,-1%,1,15%,-3%
N#CC1(c2ccccc2)CCC(=NO)CC1 (centres undefined),0%,25,-15%,0%,4,.,1.9µM*
Cc1cc(C)c(S(=O)(=O)N2CCOC2CNC(=O)C(=O)NCc2ccco2)c(C)c1 (centres undefined),-1%,-16,-5%,4%,-3,-8%,-16%
CC(Sc1nnc(-c2cccnc2)n1N)C(=O)Nc1ccc2c(c1)OCCO2 (centres undefined),-8%,.,1%,.,.,6%,77%
O=C(CN1CCN(CC(=O)Nc2ccccc2Cl)CC1)NCC1(N2CCCCC2)CCCCC1,-2%,.,2%,.,.,?,?
Cc1cccc(C)c1NC(=O)C1=C(O)c2sccc2N(C)S1(=O)=O,-13%,2,4%,-7%,-6,221%[activator],-15%
COc1ccc(OC)c(N2C(=O)[C@@H]3C(c4ccccc4Cl)=NO[C@@H]3C2=O)c1,-28%,-2,-4%,12%,-3,-1%,12%
COc1cccc(C2=NOC(C(=O)N3CCOCC3)C2)c1 (centres undefined),-16%,141*,0%,-15%,63*,159%[activator],1.7µM*
O=S(=O)(c1ccccc1)c1nc(-c2ccc(F)cc2)oc1NCC1CCCO1 (centres undefined),-8%,.,2%,.,.,?,?
Cc1nc(C)c(C(=O)Nc2cccc(C)c2C)s1,-2%,19,5%,4%,11,54%[activator],?
Cc1cccc(C2=NN(c3ccc(Br)cc3)[C@@H](C(=O)N3CCOC3=O)[C@@H]2c2ccccc2)c1,-49%,-5,-1%,.,-3,.,.
CCOC(=O)[C@@]1(C#N)C(c2ccc(Cl)c(Cl)c2)[C@H](C(N)=O)N2C=C(C(C)=O)C=C[C@H]21 (some centres undefined),-34%,-11,-10%,-1%,-1,0%,49%[activator]
Cc1c(NC(=O)c2cccc(S(=O)(=O)N3CCOCC3)c2)c(=O)n(-c2ccccc2)n1C,-11%,-11,6%,2%,-3,-3%,8.3µM*
Cc1oc2c(c(=O)c1C)C(=O)CC(c1ccccc1)C2 (centres undefined),-10%,25,-3%,1%,6,?,?
CN(C1CCCC1)C1CCN(C(=O)CNC(=O)/C=C/c2ccccc2)CC1,-16%,4,4%,2%,-1,4%,?

Random draw from the library, and some 22% of all compounds hit somewhere here.
